M4 PAM – potentiates acetylcholine response at human M4 receptor. CHO-K1 hM4/Gqi5, Fluo-8 calcium fluorescence, ACh EC20; 0% = ACh EC20, 100% = maximal ACh. activation, % at 3 µM. 0.4% of 360,000 active. AID 624126;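 active = activation above its plate's cutoff, the mean activation of sample wells plus 3 SD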; note: some results filed as inactive read as strong as hits
CHRM4 antagonist – CHRM4 antagonism in calcium assay; P08173; 0.73% of 360,000 active; CHO-hM4 cells, ACh EC80, Fluo-8 calcium fluorescence; AID 624125; inhibition, % at 3 µM;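 active = inhibition above its plate's cutoff, the mean inhibition of sample wells plus 3 SD, cut at about 27% in these data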;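 note: 0% = acetylcholine EC80 with DMSO and 100% = DMSO without agonist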
CHRM4 agonist – agonists of human muscarinic M4 receptor (CHRM4); CHO-K1 hM4/Gqi5, Fluo-8 calcium fluorescence; vehicle 0%, full acetylcholine response 100%; 0.14% of 360,000 active; activation, % at 3 µM; AID 624127; P08173;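 active = activation above the run mean over all test wells plus 3 SD, cut at about 32% in these data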;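 note: peak over basal fluorescence ratio per well then scaled between controls; 0% = DMSO wells and 100% = acetylcholine at EC100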
CHRM5 antagonist – antagonists of human muscarinic M5 receptor (CHRM5). inhibition, % at 3 µM. AID 624040. CHO-hM5 cells, Fluo-8 calcium fluorescence, ACh EC80. 0.59% of 360,000 active;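 active = inhibition above a per-plate cutoff, the mean of that plate's test compounds plus 3 SD, cut at about 27% in these data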;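 note: 0% = acetylcholine EC80 with DMSO and 100% = DMSO without agonist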
Target sequence (P08912 whole entry, looked up): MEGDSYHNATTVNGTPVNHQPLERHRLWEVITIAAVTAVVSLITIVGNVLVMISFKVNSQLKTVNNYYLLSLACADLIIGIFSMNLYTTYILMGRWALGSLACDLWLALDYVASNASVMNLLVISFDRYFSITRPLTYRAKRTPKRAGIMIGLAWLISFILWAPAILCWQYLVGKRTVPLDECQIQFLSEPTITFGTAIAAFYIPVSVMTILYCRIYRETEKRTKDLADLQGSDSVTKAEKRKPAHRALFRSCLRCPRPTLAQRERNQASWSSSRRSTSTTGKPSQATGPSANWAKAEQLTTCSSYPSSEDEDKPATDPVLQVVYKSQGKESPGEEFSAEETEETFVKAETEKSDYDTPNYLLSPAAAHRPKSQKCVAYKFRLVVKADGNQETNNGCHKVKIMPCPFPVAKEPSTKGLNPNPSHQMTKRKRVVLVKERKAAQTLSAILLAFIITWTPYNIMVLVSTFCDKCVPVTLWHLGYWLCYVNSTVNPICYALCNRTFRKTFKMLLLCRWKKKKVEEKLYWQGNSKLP
CRFBP-R2 agonist – agonists of human CRF-binding protein/CRF-R2 receptor complex; HEK293 CRF-R2/CRF-BP, calcium dye fluorescence (FLIPR); percent of saturating CRF peptide response; activation, % at 13.2 µM; 0.46% of 350,000 active;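 active = activation of at least 50%, plus an integration ratio under a set limit after plate pattern correction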;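 note: plate controls were neutral control wells without compound for no effect and CRF at EC100 for full effect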
M5 PAM – potentiates acetylcholine response at human M5 receptor. AID 624038. activation, % at 3 µM. 0.3% of 360,000 active. CHO-K1 hM5, Fluo-8 calcium, ACh EC20 PAM; 0% = ACh EC20, 100% = ACh EC100;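 active = activation above the run cutoff, the mean activation of all test compounds plus 3 SD, cut at about 18% in these data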
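system = human M5 receptor in CHO-K1 cells | compound = one concentration, 3 µM final (nominal) | schedule = Post-acetylcholine fluorescence recording 140 s | signal = Fluo-8 calcium dye fluorescence, kinetic read | benchmarks = low control EC20 acetylcholine (0%), high control EC100 acetylcholine (100%) | repeats = singlicate, one well per test compound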
M5 ag – CHRM5 agonism in calcium assay | P08912 | CHO-K1 hM5 cells, Fluo-8 calcium fluorescence; 0% DMSO wells, 100% maximal acetylcholine response | activation, % at 3 µM | 0.19% of 360,000 active;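 active = activation above the run's mean over test compounds plus 3 SD, cut at about 23% in these data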;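 note: signal is peak over basal fluorescence ratio across the kinetic read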
CHRM1 PAM – potentiates human M1 receptor response to acetylcholine; P11229; CHO-K1 hM1, Fluo-8 calcium fluorescence, ACh EC20; 0% = ACh EC20, 100% = maximal ACh; 0.088% of 360,000 active; activation, % at 3 µM; in the data active = activation above about 19%, passing the limit was not always enough
Target sequence (P11229 whole entry, looked up): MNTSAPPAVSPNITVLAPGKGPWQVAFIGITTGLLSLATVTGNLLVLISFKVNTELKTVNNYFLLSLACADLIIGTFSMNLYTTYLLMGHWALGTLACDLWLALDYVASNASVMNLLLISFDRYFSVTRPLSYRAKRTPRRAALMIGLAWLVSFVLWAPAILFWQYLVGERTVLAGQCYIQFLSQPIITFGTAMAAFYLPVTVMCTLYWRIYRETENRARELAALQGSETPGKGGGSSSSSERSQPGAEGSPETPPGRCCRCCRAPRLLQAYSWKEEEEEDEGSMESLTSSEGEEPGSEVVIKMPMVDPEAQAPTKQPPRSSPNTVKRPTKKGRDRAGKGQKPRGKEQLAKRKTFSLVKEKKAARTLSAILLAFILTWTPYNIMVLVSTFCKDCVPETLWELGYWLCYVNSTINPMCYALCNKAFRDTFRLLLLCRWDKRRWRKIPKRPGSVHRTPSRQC
CHRM1 antagonist – antagonists of human M1 muscarinic receptor; inhibition, % at 3 µM; 1.3% of 360,000 active; P11229; CHO-K1 hM1, Fluo-8 calcium fluorescence, ACh EC80 antagonist; AID 588852;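 active = percent inhibition above its own plate's cutoff, namely the mean of that plate's compound wells plus 3 SD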;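 note: peak over basal fluorescence ratio during 140 s after agonist addition; 0% = ACh EC80 plus DMSO and 100% = DMSO alone without agonist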
Numbers without * were called inactive; / = no result given.

| M4 PAM | CHRM4 antagonist | CHRM4 agonist | CHRM5 antagonist | CRFBP-R2 agonist | M5 PAM | M5 ag | CHRM1 PAM | CHRM1 antagonist | Molecule |
| --- | --- | --- | --- | --- | --- | --- | --- | --- | --- |
| 7 | -5 | 4 | -1 | / | -1 | 0 | / | / | O=C(NCc1ccccc1)C1c2ccccc2OCC(=O)N1CCc1c[nH]c2ccccc12 (centres undefined) |
| -13 | 16 | 19 | 7 | / | -11 | 7 | -6 | 23 | Cc1ccc(S(=O)(=O)N2C[C@H]3C(=O)C[C@@H]4C(=O)N(c5ccccc5)C(=O)[C@@H]4[C@@H]3C[C@H]2c2cccc(Cl)c2)cc1 |
| 5 | 6 | 2 | 0 | -1.5 | 5 | 2 | 3 | -6 | CCCN1C(=O)c2ccc(C(=O)NC3=NCCS3)cc2C1=O |
| 3 | -7 | 1 | -1 | 2.5 | -8 | 2 | 1 | -3 | O=C(N/N=C/c1ccccc1)c1ccc(N2CCCC2=O)cc1 |
| -1 | -9 | 1 | -11 | -4.9 | 1 | -3 | 0 | -5 | Nc1nc(Nc2ccccc2)nc(N2CCCC2)c1[N+](=O)[O-] |
| -8 | 12 | 0 | 4 | -1.4 | 1 | -4 | 2 | 3 | Cc1ccc2cccc(SCC(=O)Nc3ccc(F)cc3)c2n1 |
| 7 | 1 | 1 | 10 | 0.3 | -5 | 2 | 5 | -10 | CCN(C(=O)COC(=O)c1cc(-c2ccccc2)nc2c1c(C)nn2-c1ccc(C)cc1)C1CCS(=O)(=O)C1 (centres undefined) |
| -23 | -13 | 1 | -4 | 0.8 | 2 | -18 | -7 | 8 | OC(CN1CCN(Cc2ccccc2)CC1)c1ccc(Br)cc1 (centres undefined) |
| 3 | 10 | 1 | 9 | -0.9 | 1 | 2 | -8 | 17 | Nn1c(SCC(=O)N2CCCCCC2)nnc1-c1ccco1 |
| -2 | -4 | 0 | 7 | / | -5 | 1 | 1 | 1 | CC(=O)c1ccc(OCc2c(-c3ccccc3)nnn2CC(=O)NS(=O)(=O)c2ccccc2C)cc1 |
| 0 | -4 | 0 | -2 | -0.2 | 3 | -1 | 10 | -6 | COc1ccc(C)cc1NC(=O)Nc1ccc(Br)cn1 |
| 9 | -5 | 1 | 3 | -0.5 | 0 | 3 | 6 | -8 | CSCCC(NC(=O)c1ccccc1)C(=O)N1CC(C)OC(C)C1 (centres undefined) |
| 12 | 12 | 5 | 5 | 2.2 | 4 | 0 | 10 | -5 | C[C@H]1CN([C@@H](C)CO)C(=O)c2cccc(NC(=O)Nc3ccc(C(F)(F)F)cc3)c2O[C@@H]1CN(C)S(=O)(=O)c1ccc(Cl)cc1 |
| -3 | 2 | 1 | 0 | -2.3 | -6 | -2 | 4 | -2 | O=C(N/N=C1\C2CN3CCN(C2)CC1(c1ccccc1)C3)c1ccc(F)cc1 |
| -2 | 0 | 1 | 9 | 0.8 | 0 | 1 | 5 | -6 | O=C(CCSc1ccc(Cl)cc1)NCc1ccccn1 |
| 4 | 1 | 1 | 5 | -0.7 | 2 | 0 | 5 | -7 | CCC(OC(=O)c1nsc(Cl)c1Cl)C(=O)NC(C)(C)CC (centres undefined) |
| -2 | 2 | 1 | 15 | -0.1 | -8 | -3 | 9 | -6 | Cc1cc(C)n(C(C)CNS(=O)(=O)c2ccccc2)n1 (centres undefined) |
| -1 | -12 | 2 | -7 | -1.2 | -5 | -6 | 10 | -16 | O=C(NCCCC1CCCC1)C1CCC(=O)N(Cc2ccc(Cl)cc2)C1 (centres undefined) |
| 5 | 4 | 3 | 16 | -0.2 | -5 | -1 | 4 | -8 | CC(C)Cc1nnc(NC(=O)CCC(=O)N2CC(C)CC(C)C2)s1 (centres undefined) |
| -4 | -14 | 4 | 0 | -1.9 | -8 | -4 | 7 | -9 | Cn1c2ccccc2c2nnc(SCC(=O)Nc3cccc(O)c3)nc21 |
| 1 | -4 | 0 | 4 | -1.0 | -2 | -3 | 3 | -4 | Nc1ccn(CCCNCC(c2ccccc2)c2ccccc2)c(=O)n1 |
| 4 | -8 | 6 | 5 | -2.0 | -1 | -1 | 4 | -5 | OCCC1CN(Cc2nc3ccccc3[nH]2)CCN1C1CCCC1 (centres undefined) |
| 3 | -7 | 0 | 3 | -0.4 | 5 | 1 | 12 | -12 | Cc1cccc(C(=O)NNC(=O)c2n[nH]c(=O)c3ccccc23)c1C |
| -10 | 0 | 1 | 8 | -0.8 | 6 | 3 | 23 | -6 | COC(=O)c1ccc(-n2c(CCC(=O)O)ccc2-c2ccccc2)cc1 |
| 12 | 6 | 0 | 2 | -0.6 | -6 | -2 | 6 | 0 | COc1ccc(NC(=O)N2CCCC2C(=O)Nc2ccc(C)c(Cl)c2)cc1 (centres undefined) |
| -5 | 1 | 0 | -7 | 7.2 | 2 | 1 | -2 | 0 | Cc1ccc(S(=O)(=O)N2C[C@@H]3[C@H]4CC[C@H](C4)[C@@H]3[C@@H](C)[C@@H]2c2cn(Cc3ccccc3)c3ccc(F)cc23)cc1 |
| 7 | -7 | 1 | -6 | -1.7 | 0 | -1 | 6 | -6 | COc1ccc(S(=O)(=O)NCc2cccnc2)cc1C(=O)Nc1ccccc1 |
| 9 | -8 | 2 | 4 | 1.2 | -3 | -3 | -1 | 1 | CCCc1cc(=O)[nH]c(SCC(=O)c2cc(C)n(CCC)c2C)n1 |
| 18 | -3 | 1 | -2 | -4.6 | 7 | -4 | -1 | 3 | CSCc1ccc(C(=O)NCc2ccc(F)cc2)cc1 |
| 8 | -2 | 1 | -9 | -2.9 | 12 | 4 | 13 | -12 | O=C1NCCC/C1=N\Nc1ccc(Br)cc1 |
| -7 | 5 | 10 | 14 | / | -9 | 2 | -6 | 0 | COCCNc1nc(NCc2ccccc2F)c2sccc2n1 |
| 2 | -10 | 1 | -6 | -2.1 | -4 | -4 | 6 | -19 | Cn1nc(C(=O)Nc2nc3ccc(S(C)(=O)=O)cc3s2)ccc1=O |
| -7 | -5 | 0 | -24 | -0.2 | 8 | 18 | 8 | -12 | COc1ccc(Cc2nnc(NC(=O)c3ccccc3C)s2)cc1 |
| 6 | -5 | 1 | 2 | -5.0 | -8 | -14 | 7 | -7 | COc1ccccc1-c1nnc2sc(COc3ccc(F)cc3)nn12 |
| -4 | -4 | 9 | 15 | -4.0 | -3 | -2 | -10 | 5 | Cc1cccc(/C=N/N(CCO)C2=NS(=O)(=O)c3ccccc32)c1 |
| 5 | 5 | 0 | -9 | -0.6 | -1 | 1 | 5 | -9 | COC(=O)C1=C(O)/C(=C\c2ccc(CNC(=O)C(=O)Nc3ccc(C)c(C)c3)o2)N=C1C |
| -1 | -6 | 1 | -3 | -1.8 | 4 | -11 | 1 | -13 | CCOc1ccc(C(=O)Nc2ccc(N3CCN(C)CC3)cc2)cc1 |
| -20 | 21 | 7 | -5 | 1.3 | -9 | 11 | -7 | 5 | CC(C)N(Cc1nccn1C)C(=O)c1cc(COc2ccc3ncccc3c2)on1 |
| 8 | -1 | 1 | 15 | -1.7 | -2 | -2 | 10 | -8 | COc1cc(S(=O)(=O)N2CCN(C(=O)C3CC3)CC2)ccc1NC(C)=O |
| 5 | 3 | 2 | 9 | 0.8 | 3 | -1 | 4 | 0 | CNC(C)C#Cc1ccc2c(=O)c3cc(C)c(C)cc3oc2c1 (centres undefined) |
| -12 | 14 | 0 | -6 | / | -5 | -3 | -19 | 14 | CCCCC(=O)N(C)c1c(CC)nc2c(OCc3cc(Cl)cc(Cl)c3)cccn12 |
| -10 | 9 | 2 | 0 | -1.3 | 0 | 4 | 1 | -5 | CN(C)S(=O)(=O)c1cccc(NC(=O)COC(=O)CNC(=O)c2cccc([N+](=O)[O-])c2)c1 |
| -1 | -2 | 1 | 1 | 0.3 | -1 | 6 | -1 | -4 | CC1(C)SC(C)(C)N(C=O)C1C(=O)O (centres undefined) |
| -12 | -9 | 1 | -3 | -0.2 | 6 | -11 | 3 | -10 | CSc1ccc(CN2CCN(CCC(C)C)C(CCO)C2)cc1 (centres undefined) |
| 3 | 6 | 1 | 6 | 2.8 | -7 | 0 | 0 | -2 | Cc1ccc(C(=O)NC(=S)c2c(C)cc3ccccn23)cc1 |
| -3 | 2 | 1 | 2 | 0.2 | -8 | 2 | -1 | 3 | C/C(=N\OCC(=O)N/N=C/c1ccccc1O)c1cccs1 |
| 10 | -8 | 2 | -3 | -2.3 | 1 | -4 | 11 | -9 | Cc1ccc(NC(=O)CO/N=C(\N)c2nonc2N)cc1C |
| 16* | -19 | 1 | -1 | -0.7 | -2 | -1 | 6 | -6 | CC(C)Cc1nnc(NS(=O)(=O)c2ccc(Cl)cc2)s1 |
| 4 | 0 | 0 | 10 | -0.5 | 6 | 0 | 5 | 1 | C=CCOc1c2ccc(C(=O)NC3CCCc4ccccc43)cc2nn1C (centres undefined) |
| 1 | 0 | 5 | 4 | 0.1 | -13 | -2 | -1 | 2 | CCc1ccc(NC(=O)CCn2c(=O)oc3ccccc32)cc1 |
| 7 | -3 | 0 | 7 | -0.1 | 3 | 2 | 4 | -5 | C/C=C/C(=O)Nc1ccccc1Br |
| 2 | 4 | 1 | -2 | 2.3 | 8 | -2 | 7 | -7 | CN(C(=O)Cn1nnc(-c2cccc(C(F)(F)F)c2)n1)C1CCCCC1 |
| -24 | 3 | 2 | -5 | 3.1 | -5 | -3 | -19 | 17 | Clc1ccc(OCCOCCN2CCc3ccccc3C2)c(Cl)c1 |
| 3 | -11 | 3 | -5 | 0.9 | -1 | -4 | 1 | -25 | CC(=O)c1cc(-c2ccccc2)n(CCC(=O)NCc2cccs2)c1C |
| -1 | 14 | 0 | 12 | -1.9 | -1 | 3 | -2 | 3 | Nc1ccccc1C#Cc1cnccn1 |
| 4 | 1 | 1 | 0 | -1.2 | -1 | 1 | 0 | -4 | CCOCCCNC(=O)c1c(C)c(C(=O)OCC)n(C)c1C |
| -4 | -3 | 1 | -1 | -1.6 | -5 | -2 | -10 | 18 | CCN(CC)C(=O)C1=C(C)N(Cc2ccccc2)C(=O)C(CC(=O)NCC2CCCCC2)C1 (centres undefined) |
| 8 | 1 | 1 | -9 | -0.8 | 6 | -1 | 6 | -2 | CCC(Sc1nc(N)cc(N)n1)C(=O)O (centres undefined) |
| 0 | -5 | 7 | 3 | 2.5 | -4 | 2 | 0 | 0 | N#Cc1ccccc1OCC(=O)N(Cc1nnc(-c2ccccc2Cl)o1)C1CC1 |
| -5 | 8 | 5 | -2 | 1.5 | 5 | -8 | 3 | 2 | CN(C)C1=NC[C@H](Cc2ccccc2)N1CC1CCCCCC1 |
| 0 | -9 | 0 | -8 | 1.6 | 5 | -1 | -10 | 0 | O=C(Cn1c(=O)n(Cc2ccco2)c(=O)c2c3c(sc21)CCCC3)Nc1ccccc1 |
| 4 | -9 | 1 | -5 | -1.6 | 0 | -5 | 11 | -10 | CCn1c(COc2ccc(C)cc2)nnc1SCC(=O)NNC(=O)c1ccc(OC)cc1 |

Source: PubChem
